# Compound activity (PubChem BioAssay)
# EPAC1 antagonist – qHTS for Antagonist of cAMP-regulated guanine nucleotide exchange factor 3 (EPAC1): primary screen | Potency, µM (doses to about 115 µM), for the others: at the highest dose activity change, negative = inhibition, most hits filed as inhibitors | AID 720709, 2013 | actives 0.14% (n = 360,000) | EPAC1 GEF assay, Rap1b-BODIPY-GDP exchange fluorescence;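 further: potency means the concentration at half of the fitted maximal effect; plate controls were vehicle for no effect and positive control for full effect; nearly all actives have a fitted effect of over 50% in size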
# Target sequence (O95398 whole entry, looked up): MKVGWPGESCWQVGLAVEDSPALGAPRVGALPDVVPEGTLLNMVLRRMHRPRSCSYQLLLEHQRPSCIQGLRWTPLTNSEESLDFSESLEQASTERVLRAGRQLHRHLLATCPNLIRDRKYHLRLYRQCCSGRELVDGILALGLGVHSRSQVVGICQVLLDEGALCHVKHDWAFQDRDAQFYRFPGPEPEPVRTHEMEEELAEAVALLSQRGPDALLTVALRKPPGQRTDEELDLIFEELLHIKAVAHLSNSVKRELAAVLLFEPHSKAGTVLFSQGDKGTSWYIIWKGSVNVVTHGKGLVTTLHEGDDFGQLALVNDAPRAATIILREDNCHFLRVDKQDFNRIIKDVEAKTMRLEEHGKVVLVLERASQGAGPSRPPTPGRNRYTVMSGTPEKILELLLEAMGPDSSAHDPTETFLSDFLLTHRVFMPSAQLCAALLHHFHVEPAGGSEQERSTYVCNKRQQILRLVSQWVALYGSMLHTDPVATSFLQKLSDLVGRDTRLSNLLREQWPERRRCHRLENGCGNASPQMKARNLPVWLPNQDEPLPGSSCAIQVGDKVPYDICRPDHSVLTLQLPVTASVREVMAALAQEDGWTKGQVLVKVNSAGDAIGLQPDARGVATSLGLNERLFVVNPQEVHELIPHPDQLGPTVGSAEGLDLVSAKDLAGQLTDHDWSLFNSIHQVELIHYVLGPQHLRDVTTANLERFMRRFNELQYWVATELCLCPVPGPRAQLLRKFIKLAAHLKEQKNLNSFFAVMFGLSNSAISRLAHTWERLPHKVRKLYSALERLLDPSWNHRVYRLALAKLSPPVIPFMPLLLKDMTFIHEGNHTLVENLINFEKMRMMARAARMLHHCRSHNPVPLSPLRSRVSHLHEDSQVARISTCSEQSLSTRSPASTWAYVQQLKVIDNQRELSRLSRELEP
# WRN inhibitor – qHTS for Inhibitors of WRN Helicase; Bifunctional 3'-5' exonuclease/ATP-dependent helicase WRN (Homo sapiens), Q14191; WRN helicase unwinding, fluorescent forked duplex, kinetic; Potency, µM (highest dose often 114 µM), without a hit: at the top dose activity change, negative = inhibition, actives largely listed as inhibitors; actives 0.46% (n = 360,000); further: potency means the concentration at half of the fitted maximal effect; on the % scale 0 is the no-effect control and ±100 the full control effect; nearly all actives have a fitted effect of over 55% in size
#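 Primary qHTS, 1536-well format. 20 nM WRN + compound, 15 min RT; start with 100 nM forked fluorophore/quencher duplex, 2 mM ATP (final); kinetic read ex 525/em 598 nm.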
# PLK1 PBD block – qHTS for Inhibitors of PLK1-PDB (polo-like kinase 1 - polo-box domain): Primary Screen; Serine/threonine-protein kinase PLK1 (Homo sapiens), P53350; Plk1 PBD binding of FITC phosphopeptide, fluorescence polarization; Potency, µM, for the others: max response, negative = inhibition, most hits filed as inhibitors; actives 2.8% (n = 360,000); AID 720504, 2013; further: potency means the concentration at half of the fitted maximal effect; series mostly up to about 57 µM; on the % scale 0 is the no-effect control and ±100 the full control effect; nearly all actives have a fitted effect of over 65% in size
# EPAC1 agonist – qHTS for Agonist of cAMP-regulated guanine nucleotide exchange factor 3 (EPAC1): primary screen | Rap guanine nucleotide exchange factor 3 (Homo sapiens), O95398 | actives 0.073% (n = 360,000) | AID 720707, 2013 | EPAC1 agonist qHTS, biochemical assay; response scale: 100% = response to 6.5 mM cAMP | Potency, µM (doses to about 154 µM), for the others: top-dose activation, most hits filed as activators; further: potency means the concentration at half of the fitted maximal effect; nearly all actives have a fitted effect of over 60% in size
#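 Normalized to 6.5 mM cAMP, activity reflects EPAC1-catalysed release of BODIPY-GDP from Rap1B, followed kinetically over 30 min at 480 nm excitation, 540 nm emission. Reaction contained 100 nM EPAC1, 250 nM Rap1B-BODIPY-GDP, 50 uM GDP.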
# IL-2 act – qHTS of IL-2 Activators; IL-2 activation reporter assay, cell-based qHTS; stimulated with anti-CD3/CD4/CD28 beads; in transgenic mouse T cells; activation, % (series mostly up to about 46 µM); actives 0.065% (n = 360,000); in the data active means activation above about 50%; inconclusive means mostly about 30% to 49%; further: 0% is about no effect
#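 First, unstimulated transgenic mouse T cells were exposed to compound for 60 min. Next, anti-CD3/anti-CD4-coated beads with anti-CD28 were added. Finally, after 18 h at 37 degrees C, EGFP and DsRed were imaged.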
# aSyn rescue – qHTS of alpha-syn Inhibitors | actives 0.14% (n = 370,000) | Yeast expressing alpha-synuclein, growth rescue, BacTiter-Glo, 24 h | Potency, µM (series often up to 46.1 µM), for inactives: at the top dose growth rescue (activation), hits mostly activators; further: potency means the concentration at half of the fitted maximal effect; % of control where 0% means no effect; nearly all actives have a fitted effect of over 65% in size
#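 Galactose-induced alpha-syn yeast (OD600=0.02, raffinose-pregrown) + pinned cpd, 24 hr, 30 deg C; growth by BacTiter-Glo luminescence. Growth restoration scores as activation.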
# Abeta yeast res – qHTS for compounds that reverse cellular toxicity of Amyloid beta (A-beta) peptide in yeast: Primary Screen | AID 1347071, 2019 | yeast expressing A-beta42, growth rescue, OD600, 48 h; response scale: 0% DMSO, 100% iron-clioquinol control | actives 0.063% (n = 410,000) | Potency, µM (titrated, usually from 46.1 µM), inactives show top-dose growth rescue, actives largely listed as activators; further: potency means the concentration at half of the fitted maximal effect; nearly all actives have a fitted effect of over 55% in size
#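 Yeast growth medium received pinned compounds, then yeast cells expressing toxic A-beta were added; plates incubated at 30 C for 48 hr. Growth read as absorbance at 600 nm, normalized to DMSO and equimolar FeCl3 plus clioquinol controls.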
# PI5P4Ka inh – qHTS for Inhibitors of phosphatidylinositol 5-phosphate 4-kinase (PI5P4K) | actives 1.2% (n = 330,000) | max response, % | Phosphatidylinositol 5-phosphate 4-kinase type-2 alpha (Homo sapiens), P48426 | PI5P4Kalpha enzyme, ADP-Glo luminescence, 60 min; stronger effect = lower value | AID 652105, 2013; active means max response of -50% or lower; inconclusive means between -30% and -50%; inactive means -30% or higher; further: value at the top dose of about 77 µM; on the % scale 0 is the no-effect control and ±100 the full control effect
#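 PI5P4Kalpha ADP-Glo assay; 5 microM ATP final; 60 min RT reaction; HEPES pH 7.4/EGTA/CHAPS, 5% DMSO; controls lacking substrate or enzyme; luminescent end-point.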
# FUS yeast rescue – qHTS for Suppressors of FUS Proteinopathy: Primary screen using FUS-linked yeast assay | S. cerevisiae FUS-expressing, growth rescue, OD600, 24 h | Potency, µM (highest dose often 76.6 µM), inactives show at the top dose growth rescue (activation), usual class: activators | actives 0.24% (n = 390,000);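 further: potency means the concentration at half of the fitted maximal effect; plate controls were DMSO vehicle for no effect and reference control for full effect; nearly all actives have a fitted effect of over 55% in size; some results filed as inactive show a strong effect at the top dose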
#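 Steps: raffinose overnight preculture; dilution to OD 0.005 in 2% galactose minimal medium; compound addition (concentration series); 24hr at 30C, 99% humidity; absorbance read at 600 nm.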
# Starred values were filed as active, the others as inactive; ? = inconclusive; / = no result given; [ ] = dose if it differs, or a comment. Unless noted, the call rests on the fitted dose curve; in most records, active means well fitted curve in the direction sought with a large enough effect; inconclusive means small, poorly fitted or top-dose-only effect, or another doubt; inactive means no such curve, though single readings can be large; an effect the other way counts as inactive or inconclusive. Not a hit list, and some 4.1% of all compounds hit somewhere here.
Molecule	WRN inhibitor	PI5P4Ka inh	PLK1 PBD block	aSyn rescue	FUS yeast rescue	EPAC1 agonist	EPAC1 antagonist	IL-2 act	Abeta yeast res
Cc1ccccc1-c1nc2ccc(Cl)cc2c(=O)n1O	7.3%	-0.2	-6.4%	-1.7%	-7.2%	-14.8%	-5.2%	0.8	-43.2%[inhibitor]
C=CCN1C(=O)CSc2ccc(C(=O)NCc3cccs3)cc21	-16.9%	-6.9	9.3%	0.0%	-2.3%	3.4%	-15.8%	-3.7	9.7%
CCc1cccc(CC)c1NC(=O)C1CSC2(C)CCC(=O)N12 (stereo not drawn)	3.6%	3.6	-5.2%	-7.2%	/	0.2%	-6.0%	0.6	1.6%
Cc1cc(C)c(S(=O)(=O)c2ccccc2C)c(OCCN(C)C)n1	4.5%	-2.3	0.8%	-1.7%	16.5%	7.2%	5.3%	-0.2	11.7%
COc1ccc(CC2CC(=O)N(c3ccc(C)cc3)C2=O)cc1 (stereo not drawn)	8.9%	1.9	-16.2%	-1.6%	22.1%	-7.7%	3.1%	-2.2	3.5%
CCc1nnc(NC(=O)CN2CCC(O)(c3ccccc3OC)CC2)s1	1.2%[57.1 µM]	/	-0.7%	-0.8%	-6.9%	-0.5%	3.6%	0.4	10.6%
COc1ccc(Cl)cc1NC(=O)C/C(C)=N/NC(=O)C(=O)NCc1ccccc1	-3.3%	1.5	-15.3%	-3.7%	17.6%	7.1%	-30.8%	-4.1	-15.7%
O=C(Nc1ccc(Cl)c(S(=O)(=O)N2CCCCC2)c1)c1cnccn1	3.0%	-5.0	-2.9%	-16.6%	26.6%	-0.6%	-2.0%	1.9	-15.0%
Cc1ccccc1NC(=O)COC(=O)CCSc1ccccc1	2.1%	-9.1	-27.0%	1.9%	9.6%	-3.1%	9.9%	-0.5	4.4%
CC(=O)Nc1ccc2nc(CN3CCN(CC(C)C)C(CCO)C3)ccc2c1 (stereo not drawn)	-32.8%	-1.8	-13.4%	-0.6%	19.8%	5.4%	15.1%	-5.2	-9.4%
COCCCNC(=O)CCCn1c(=O)c2ccccc2n(Cc2cccc([N+](=O)[O-])c2)c1=O	-7.8%	-2.7	-14.1%	-0.3%	13.2%	12.5%	-4.5%	2.0	-11.4%
O=c1c(O[C@H]2O[C@@H](CO)[C@H](O)[C@@H](O)[C@@H]2O)c(-c2ccc(O)cc2)oc2cc(O)cc(O)c12	11.7%	-11.6	-2.9%	4.0%	9.1%	-3.2%	10.4%	0.1	3.8%
O=C1CCC(C(=O)N2CCCCO2)CN1Cc1cccc(C(F)(F)F)c1 (stereo not drawn)	1.1%	8.4	-0.7%	3.2%	8.1%	-10.9%	14.8%	0.4	7.6%
Cc1ccc(Cn2ccc(NC(=O)c3cc(-c4ccccc4)on3)n2)cc1	-1.3%	/	-1.8%	0.2%	4.8%	-2.2%	-4.5%	-0.3	17.0%
CC1=CC(=O)C=C/C1=C(/c1ccc(O)cc1C)c1ccccc1S(=O)(=O)O	-13.3%	-14.2	-7.0%	-5.0%	3.6%	-2.9%	-23.5%	-0.3	-17.2%
Cc1ccc(NC(=S)Nc2ccc(S(=O)(=O)N3CCOCC3)cc2)cc1S(=O)(=O)N1CCOCC1	-11.8%	-0.6	?	0.3%	?	-11.3%	-13.1%	-0.5	-7.4%
Cc1ccc2cccc(N)c2n1	5.1%	8.4	-10.5%	-5.4%	10.9%	8.8%	12.7%	2.0	-16.4%
O=C(CN1CCCc2ccccc21)NC(=O)NCc1ccco1	-4.7%	/	-12.0%	12.5%	48.1%	9.1%	-2.0%	1.2	9.5%
Cc1cccc(NC(=O)C2CCN(C(=O)c3ccc(F)cc3)CC2)n1	-2.6%	-2.7	1.6%	5.3%	-5.0%	-1.0%	-7.5%	-0.4	10.0%
COC(=O)C(C)(C)ONC(=O)Nc1ccccc1Cl	1.5%	-3.3	-17.3%	-0.5%	5.2%	15.7%	1.3%	1.3	12.0%
Cc1nc(C)c(-c2csc(NCc3ccccc3)n2)s1	-9.7%	-1.3	-16.4%	-1.6%	22.8%	17.8%	4.7%	0.3	-14.8%
O=C(Nc1cc(S(=O)(=O)N2CCCCC2)ccc1N1CCOCC1)c1ccc(C(F)(F)F)cc1	-14.9%	11.0	1.7%	3.3%	/	4.3%	-5.5%	-2.9	27.4%
CCCc1cc(=O)oc2c3c(cc(OCC(=O)N4CCC[C@H]4C(=O)O)c12)OC(C)(C)CC3	3.5%	-2.0	3.6%	0.3%	15.4%	2.8%	-7.9%	0.0	6.1%
CCC(C)(C)NC(=O)C(c1ccc(C)cc1)N(Cc1cccnc1)C(=O)c1csnn1 (stereo not drawn)	1.8%	5.8	-12.6%	-5.5%	14.2%	8.2%	-18.8%	-1.7	-6.6%
CC(=O)Nc1ccc(NC(=O)c2ccc(S(=O)(=O)N(C)c3ccccc3)cc2)cc1	2.3%	-4.5	1.4%	1.6%	2.4%	-1.6%	-8.6%	-0.6	6.3%
O=CN1N=C(c2ccccc2)CC1c1ccc(Cl)cc1 (stereo not drawn)	4.5%[57.1 µM]	-3.1	-6.2%	8.3%	10.7%	-1.4%	?	-1.1	19.1%
COc1ccc(CCC(=O)NCCc2nc3ccccc3[nH]2)cc1	-3.4%	1.0	-4.9%	-7.3%	0.5%	-2.8%	-0.9%	0.2	1.2%
Cc1ccc(NC(=O)C2CC(=O)Nc3nncn32)cc1 (stereo not drawn)	-0.1%	2.4	-7.0%	-8.1%	-15.3%	-1.7%	-9.5%	1.7	-5.5%
O=C1CNC(=S)N1Cc1cccc(Cl)c1	5.0%	6.4	-1.8%	13.2%	12.0%	-9.5%	-22.4%	2.4	6.3%
CC(Oc1ccccc1)C(=O)NC1=NCCS1 (stereo not drawn)	-4.6%	5.2	-12.1%	5.4%	26.7%	-11.2%	-4.4%	1.9	-18.7%
COc1ccccc1-c1cc(N)n(S(=O)(=O)c2cccc3nsnc23)n1	-20.5%	1.2	-7.0%	-5.1%	40.3%	16.2%	-11.3%	1.1	-11.8%
NC(=O)c1cc(N)ccc1N1CCCCC1	8.9%[57.1 µM]	2.9	-9.7%	-0.7%	-1.9%	-6.6%	2.0%	-0.1	-9.4%
CCCc1cc(N2CCOCC2)n2ncc(-c3ccccc3)c2n1	-2.7%[11.6 µM]	11.7	3.0%	0.6%	-15.4%	8.4%	5.7%	-2.2	7.8%
Cc1ccc2nc(-c3cccc(Br)c3)c(Cc3cccc(Cl)c3)n2c1	-12.4%	-1.5	-13.0%	1.0%	18.7%	3.6%	-21.6%	0.1	-16.5%
Cc1ccccc1OCC(=O)N/N=C/c1ccc(Sc2nc3ccccc3s2)o1	-5.7%	5.4	0.6%	12.3%	37.2%	10.1%	7.3%	-4.1	21.9%
Cc1ccc(NC(=S)N2CCN(c3ncccn3)CC2)cc1C	-12.1%	-8.4	1.2%	7.2%	-12.8%	3.4%	-1.8%	-0.4	12.2%
O=c1[nH]c2c(s1)C(c1ccc(O)cc1)C1C3CCC(C3)C1S2 (stereo not drawn)	12.8%	-23.3	?	13.8%	17.6%	-13.6%	-16.3%	-1.6	-11.2%
Cc1nn(C)c(C(=O)NNC(=S)NC2CCCCC2)c1Cl	6.7%	2.7	-5.5%	0.5%	5.0%	-14.8%	4.4%	-0.6	13.4%
Clc1cccc(CSc2nc3ccncc3[nH]2)c1	-6.4%	8.6	-18.4%	12.3%	-21.5%	0.9%	-6.7%	-0.6	0.0%
CC1CCC(NC(=O)C(NS(=O)(=O)c2cccc3nsnc23)C(C)C)CC1 (stereo not drawn)	0.0%	4.2	-22.2%	1.4%	-1.5%	13.7%	9.3%	-1.1	11.5%
COC(=O)c1cc(OCC(=O)NC2CCCc3ccccc32)cc(C(=O)OC)c1 (stereo not drawn)	-6.8%	5.7	-5.8%	3.9%	-3.6%	-0.1%	-9.4%	-1.0	-3.3%
COc1ccc(NC(=O)CN(C)S(=O)(=O)c2ccc(Br)s2)cc1OC	-3.2%	7.9	-6.8%	3.9%	18.3%	6.7%	-9.4%	0.3	-5.7%
Cc1sc2nc(C3CC3)nc(SCC(=O)N3CCc4ccccc4C3)c2c1C	-11.7%	-1.3	?	10.6%	/	11.8%	-5.2%	-0.4	-11.9%
COC(=O)c1ccc(C2C(C(=O)OCC(C)C)=C(C)N=C3SCCC(=O)N32)cc1 (stereo not drawn)	15.2%	3.6	-2.3%	-3.4%	18.9%	-7.5%	2.6%	-2.3	24.1%
Cc1cc(=O)n2[nH]c(-c3ccsc3-n3c(C)ccc3C)cc2n1	?	-86.4*	-23.6%	-10.7%	40.8%	10.6%	?	1.3	12.9%
COc1ccccc1NC(=O)CCN1CCCCCC1	-2.1%	/	-8.0%	-16.3%	32.2%	10.4%	-4.5%	1.7	-7.3%
